ABCB1 block: human ABCB1 inhibition, ABCG2 as counter-screen | P08183 | CCRF-Adr cells, JC-1 efflux, flow cytometry | inhibition, % at 6.6 µM | actives 0.067% (n = 190,000); in the data active = inhibition above about 40%;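 also: 0% = vehicle and 100% = reference inhibitor; higher value means more JC-1 retained so stronger ABCB1 efflux block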
Bcl-B Bim block: disrupts Bim peptide binding to human Bcl-B | Q9HD36 | bead-based flow cytometry | inhibition, % at 10 µM | actives 0.073% (n = 190,000);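 also: 0% = tracer peptide without compound and 100% = reference inhibitor peptide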
Bim-Bcl-2: inhibitors of Bim-Bcl-2 interaction, human | P10415 | Bead-based flow cytometry, Bim peptide-Bcl-2 binding | inhibition, % at 10 µM | actives 0.06% (n = 190,000) | AID 950; in the data active = inhibition above about 40%; inconclusive = no clear call, values can overlap the other calls;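 also: 0% = no compound wells with probe peptide and 100% = reference peptide inhibitor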
Target sequence (P10415 whole entry, looked up): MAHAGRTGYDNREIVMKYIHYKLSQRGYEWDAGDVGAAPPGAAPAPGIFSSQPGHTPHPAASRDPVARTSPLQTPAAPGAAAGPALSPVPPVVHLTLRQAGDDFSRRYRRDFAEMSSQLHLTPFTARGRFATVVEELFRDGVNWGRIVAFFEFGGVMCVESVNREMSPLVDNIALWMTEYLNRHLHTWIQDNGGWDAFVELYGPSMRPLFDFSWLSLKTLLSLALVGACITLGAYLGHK
Bcl-W Bim block: disrupts Bim peptide binding to human Bcl-W. bead-based flow cytometry. inhibition, % at 10 µM. actives 0.02% (n = 190,000). AID 952;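 also: 0% = bound tracer without compound and 100% = peptide blocker; higher means less fluorescent Bim peptide bound to Bcl-W beads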
Target sequence (Q92843 whole entry, looked up): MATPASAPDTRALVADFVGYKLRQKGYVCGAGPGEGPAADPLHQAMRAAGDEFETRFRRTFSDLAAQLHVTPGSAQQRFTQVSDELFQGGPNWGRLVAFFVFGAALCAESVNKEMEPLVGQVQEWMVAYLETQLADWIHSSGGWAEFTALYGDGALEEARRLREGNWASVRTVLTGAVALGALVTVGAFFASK
ABCG2 block: human ABCG2 inhibition, ABCB1 as counter-screen. Q9UNQ0. actives 0.1% (n = 190,000). inhibition, % at 6.6 µM. IgMXP3 cells, JC-1 efflux, flow cytometry;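 active = inhibition above 80%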;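 also: 0% = DMSO and 100% = nicardipine control wells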
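Assay system – ABCG2 IgMXP3 and barcoded ABCB1 CCRF-Adr cell mix · Input – 3 million cells/mL in well · Reagent – JC-1 fluorescent substrate · Compound – single test compound dose, 6.6 µM final · Timing – 10 min exposure at 25 °C with rotation, no wash · Detection – flow cytometry of retained JC-1 fluorescence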
GSH bead fluor: GSH bead compound fluorescence profile. GSH beads flow cytometry, compound fluorescence 488/530 nm; active compounds read high. fluorescence (KMESF) at 10 µM. actives 0.25% (n = 190,000). AID 1776; in the data active = fluorescence above about 89;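 also: glutathione beads carrying GST-tagged Bcl family fusion proteins plus one bare bead set; values are compound well signal with DMSO vehicle wells as background; inactives centre near 16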
Avidin bead fluor: avidin bead compound fluorescence profile; Avidin beads, compound fluorescence 488/530 nm, flow cytometry; active compounds read high; fluorescence (KMESF) at 10 µM; actives 0.38% (n = 220,000); in the data active = fluorescence above about 47; also: inactives centre near 10
Bim-Bfl-1: inhibitors of Bim-Bfl-1 interaction, human; Q16548; Bead-based flow cytometry, Bim-Bfl-1 binding inhibition; inhibition, % at 10 µM; actives 0.12% (n = 190,000); AID 1008;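 also: 0% = wells without compound plus tracer and 100% = blocker peptide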
Bim-Bcl-XL: inhibitors of Bim-Bcl-XL interaction, human; Q07817; Bim peptide-Bcl-XL binding, bead flow cytometry, fluorescence; inhibition, % at 10 µM; actives 0.04% (n = 190,000); AID 1007
Target sequence (Q07817 whole entry, looked up): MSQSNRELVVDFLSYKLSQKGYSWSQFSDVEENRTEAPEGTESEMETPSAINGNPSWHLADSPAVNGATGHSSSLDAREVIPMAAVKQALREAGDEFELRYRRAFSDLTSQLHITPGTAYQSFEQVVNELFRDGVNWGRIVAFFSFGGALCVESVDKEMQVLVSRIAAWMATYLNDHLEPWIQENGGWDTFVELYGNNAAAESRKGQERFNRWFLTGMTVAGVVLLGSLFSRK
RGS7-Gao: human RGS7-Galphao interaction regulation; P09471; Multiplexed bead flow cytometry, RGS7-Galphao binding; actives lie on both sides; binding response (% of control), % at 10 µM; actives 0.35% (n = 220,000); AID 1439; in the data active = binding response below about 49% or above about 150%; inconclusive = no clear call, values can overlap the other calls; inactive = in between;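 also: fluorescent Galphao held in activated GDP-AlF4 state binding bead-coupled RGS7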
Target sequence (P09471 whole entry, looked up): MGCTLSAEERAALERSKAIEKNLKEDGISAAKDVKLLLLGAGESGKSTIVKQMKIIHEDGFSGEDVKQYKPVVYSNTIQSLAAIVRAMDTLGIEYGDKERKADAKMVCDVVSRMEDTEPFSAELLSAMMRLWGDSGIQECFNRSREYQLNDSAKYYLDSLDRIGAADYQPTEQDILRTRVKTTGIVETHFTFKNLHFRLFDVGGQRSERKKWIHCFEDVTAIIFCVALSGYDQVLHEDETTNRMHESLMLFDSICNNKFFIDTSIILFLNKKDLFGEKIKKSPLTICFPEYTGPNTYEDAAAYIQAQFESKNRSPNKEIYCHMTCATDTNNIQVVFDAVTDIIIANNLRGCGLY
RGS4-Gao reg: human RGS4-Galphao interaction regulation. Multiplexed bead flow cytometry, RGS4-Galphao binding; actives lie on both sides. binding response (% of control), % at 10 µM. actives 0.33% (n = 220,000); in the data active = binding response below about 49% or above about 150%; inactive = in between;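 also: fluorescent Galphao activated with aluminum fluoride binding bead-coupled RGS4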
Starred values were filed as active, the others as inactive; ? = inconclusive. Rule as the data show it, unless noted: active = inhibition above about 40%.

The line under a structure holds: ABCB1 block	Bcl-B Bim block	Bim-Bcl-2	Bcl-W Bim block	ABCG2 block	GSH bead fluor	Avidin bead fluor	Bim-Bfl-1	Bim-Bcl-XL	RGS7-Gao	RGS4-Gao reg
CC1=C(C(=O)Nc2ccc(C)cc2C)C(c2ccc(C)o2)NC(=O)N1 (stereo unspecified)
→ 0.4	-10	-13	-4	8	28	14	-21	-7	100	103
CCCCC(=O)c1c(O)c2ccccc2oc1=O
→ 0.1	-1	2	0	15	22	12	-1	-4	93	98
CCOC(=O)C1CCN(C(=O)c2ccc(Cl)c(Cl)c2)CC1
→ 0.1	-3	-4	-3	1	18	38	-1	-2	99	102
Cc1cccc(C2=N/C(=C/c3cccs3)C(=O)O2)c1
→ -0.7	0	0	0	2	10	13	0	1	95	97
CSc1n[nH]c(NC(C)=O)n1
→ -0.1	-5	-2	1	0	59	7	-10	6	100	104
Cc1ccc(C(=O)N(CC(=O)NC2CCCC2)c2ccccc2C)s1
→ 1.3	0	-1	1	10	14	11	-1	0	?	97
CCC(C)C(NS(=O)(=O)c1ccc(C)cc1)C(=O)Oc1ccc2c3c(c(=O)oc2c1)CCC3 (stereo unspecified)
→ 10	-3	-2	-2	17	9	10	0	-2	103	97
CC1(C)CC(=O)C(C=NCCc2ccccn2)=C(O)C1
→ 0.2	0	1	-3	1	12	8	-1	0	101	101
CC1CCCN(c2nc3c(c(=O)n(C)c(=O)n3C)n2CCSc2nc3ccccc3o2)C1 (stereo unspecified)
→ 2.5	-1	-1	-2	6	19	9	-1	-1	100	103
Cc1ccc(/C=C2/NC(=O)N(Cc3ccccc3)C2=O)s1
→ 0.5	-4	3	1	2	12	9	1	0	97	100
Cc1ccc(F)cc1CNC(=O)c1cc(COc2ccc3ncccc3c2)on1
→ 0.8	-2	-2	-1	1	17	5	-5	-6	97	95
Cc1c(NC(=O)CCCCCN2C(=O)C3C4C=CC(C4)C3C2=O)c(=O)n(-c2ccccc2)n1C (stereo unspecified)
→ 0.2	-4	-6	-2	1	17	6	-13	-6	105	100
Cc1c(/C(O)=C2/C(=O)C(=O)N(CCN3CCOCC3)C2c2cccnc2)cnn1-c1ccccc1 (stereo unspecified)
→ 0.3	-3	0	-1	1	27	39	0	0	104	102
Cc1nn(Cc2ccc(Cl)c(Cl)c2)c(C)c1NC(=O)c1cc(CC(C)C)on1
→ 2.4	-4	-7	0	5	19	6	-8	-1	96	100
CCOCCCNC(=O)C(c1ccc(OC)cc1)N(Cc1ccc2c(c1)OCO2)C(=O)c1ccccc1O (stereo unspecified)
→ 1.5	2	4	-1	3	12	7	-1	-2	97	100
C=CCN(CC=C)CCCOc1ccc(Br)cc1Cl
→ 1.9	-2	6	0	23	14	10	0	1	104	103
COc1ccc(CN(CCCN2CCOCC2)S(=O)(=O)N(C)C)cc1OC
→ -0.2	-6	-8	0	6	13	7	-11	-5	104	103
COc1cc(/C=C2\CC/C(=C\c3cc(OC)c(OC)c(OC)c3)C2=O)cc(OC)c1OC
→ -0.3	-9	1	6	-14	4	11	4	-1	102	104
O=S(=O)(NCCc1ccncc1)c1ccc(S(=O)(=O)N2CCCCCC2)cc1
→ 0.4	-10	-8	-5	43	36	37	-17	-12	108	102
COc1ccc(Cc2nnc(NC(=O)C3CCCO3)s2)cc1 (stereo unspecified)
→ 0.8	-5	-8	1	3	15	7	-9	-1	103	100
O=C(c1ccc(-n2cccc2)cc1)N1CCCCC1
→ 2.3	2	4	0	10	12	11	1	-1	?	100
CCOC(=O)CCCCC(=O)c1[nH]c(=O)[nH]c1CN1CCOCC1
→ 0.6	-8	-11	1	0	22	16	-13	-4	103	101
O=c1c2ccccc2nc(N/N=C/c2ccc(O)cc2)n1O
→ -0.5	-47	-12	-4	-2	25	4	11	-8	111	96
Cn1ncc(Cl)c1C(=O)N/N=C/c1cc2c(cc1[N+](=O)[O-])OCO2
→ 1.8	-4	-6	-5	14	13	12	-12	-5	105	100
N#CCCN(Cc1cccnc1)C(=S)Nc1ccccc1Cl
→ 0.2	-6	-6	-3	1	9	18	-5	-6	100	99
CCC(/C=N/NC(=O)C(=O)N/N=C/C(CC)CC)CC
→ 0.6	-3	-1	0	1	10	3	0	-1	100	102
O=c1cc(CO)oc(C(Nc2ccccn2)c2cccc(F)c2)c1O (stereo unspecified)
→ -0.1	-4	-2	2	0	26	6	-9	-3	91	95
CN(Cc1ccccc1)S(=O)(=O)c1cccs1
→ 0.4	-8	-6	3	2	10	9	-9	-3	97	99
CCOc1ccc(/C=N/NC(=O)c2csc(C)c2C)c(OCC)c1
→ 1.3	-5	0	-2	11	14	2	-2	-3	99	104
CCOC(=O)N1CCN(C2=NC3(CCCCC3)C(C#N)C(=O)N2)CC1 (stereo unspecified)
→ 0.0	-4	-1	-3	0	15	5	-2	0	86	86
O=C(N/N=C/c1ccccc1)NC1CCCCC1
→ 0.3	-10	-9	-4	2	19	8	-19	-10	101	100
CS(=O)(=O)N1Cc2ccccc2CC1C(=O)O (stereo unspecified)
→ 0.2	0	0	1	0	9	15	0	-1	99	98
N#CCCn1cc(C(CC(=O)c2ccccc2)C(=O)O)c2ccccc21 (stereo unspecified)
→ 0.2	1	4	4	1	17	5	5	2	96	89
CN1C(=O)C(CC(=O)NC2CCCCC2)N(C)C1=O (stereo unspecified)
→ 1.0	-9	2	5	10	11	5	5	4	105	105
Clc1cccc(CSc2nnc(-c3cccnc3)n2Cc2ccco2)c1
→ 2.0	-6	-5	-3	5	7	7	-8	-1	95	94
C#CCNC(=O)C1CCN(c2ccc(S(=O)(=O)N3CCOCC3)cc2Cl)CC1
→ 0.3	-6	-4	-3	2	11	11	-8	-2	98	100
COc1ccc(-c2cc3nc(C4CCN(C(=O)OC(C)(C)C)CC4)c(C(=O)O)cn3n2)cc1
→ 0.2	-6	-5	-2	1	49	37	-12	-4	104	106
Cn1c(CCCOc2ccc(Cl)cc2Cl)n[nH]c1=S
→ -0.1	-6	0	-1	0	9	9	-1	-4	99	99
COc1ccc(C2CC(=O)Nc3cc(C)c(C)cc32)c(OC)c1OC (stereo unspecified)
→ 2.0	0	-2	0	4	11	18	-1	-1	98	105
CCc1nn(C(C)C(=O)NCCN2CCN(c3cccc(C)c3C)CC2)c(=O)c2cc3occc3n12 (stereo unspecified)
→ 0.3	-6	-1	-5	-2	13	17	-2	-4	100	113
CCc1ccc2c(c1)CCCN2C(=O)c1ccccc1C(=O)O
→ 0.3	-6	-9	0	1	15	7	-5	-1	97	96
COc1ccc(OC)c(CCNC(=O)Cn2sc3nc(C)cc(C)c3c2=O)c1
→ -1.3	-17	2	0	-1	15	3	16	-7	92	92
CCOC(CCn1c(SCc2ccc([N+](=O)[O-])cc2)nc2ccccc2c1=O)OCC
→ 0.6	-1	-2	0	3	4	13	-1	-3	95	95
N#Cc1ccc(CSc2nnc(COc3ccccc3)n2-c2ccccc2)cc1
→ 1.3	-7	-5	0	5	24	11	-9	-2	99	103
c1ccc(-c2csc3ncn4nnnc4c23)cc1
→ 0.3	-2	-4	3	2	31	13	-9	-7	99	99
Cc1cccc(C(=O)NN2S(=O)(=O)c3ccccc3S2(=O)=O)c1
→ 0.0	-7	-2	-1	1	66	11	0	-2	100	97
O=C(NNC1=NCCC1)c1cccc(S(=O)(=O)N2CCCC2)c1
→ 0.2	0	0	0	-8	5	10	0	-4	101	102
Cc1ccc(NC(=O)Cn2c(=O)c(C)nc3ccccc32)cc1
→ -0.1	-1	-2	3	15	10	11	-5	3	106	100
CC(=O)C1C(c2ccc(C)cc2)c2c(noc2C)CC1(C)O (stereo unspecified)
→ 0.0	-4	-4	-3	1	11	10	-2	-1	99	102
CCC(C)NC(=O)CC(c1ccc(OC)cc1)n1cccc1 (stereo unspecified)
→ 0.2	-8	-10	0	24	14	7	-12	-5	94	100

Later entries:
The line under a structure holds: ABCB1 block	Bcl-B Bim block	Bim-Bcl-2	Bcl-W Bim block	ABCG2 block	GSH bead fluor	Avidin bead fluor	Bim-Bfl-1	Bim-Bcl-XL	RGS7-Gao	RGS4-Gao reg
COC(=O)c1ccc2c(=O)n(Cc3ccco3)c(SCC(=O)Nc3ccccc3Cl)nc2c1
→ 1.3	3	0	9	2	4	6	-4	6	84	88
O=C(CSc1nc2ccccc2s1)NCCOc1ccccc1
→ 0.1	-10	-4	-6	2	20	10	-6	-8	93	97
CCOc1ccc(N(CC(=O)NC(C)(C)C)C(=O)c2ccco2)cc1
→ 0.7	-8	-12	-1	2	18	9	-12	-5	104	103
Cn1nnnc1NCc1cccc(Cl)c1Cl
→ -1.0	-1	-4	-6	3	11	9	2	-2	99	98
O=C(CCN1CCCCC1)NNC(=S)NC(=O)c1ccc(Br)cc1
→ 0.5	-18	0	-4	1	14	44	-2	-3	118	106
CC(=O)OC(C)(C)C#CCN1CCCC1
→ -0.5	-9	-14	-3	-4	24	24	-22	-5	101	101
Cc1cc(N2C(=O)C3C4CC(C(Br)C4Br)C3C2=O)no1 (stereo unspecified)
→ -0.1	-5	-3	-4	0	11	4	-2	-6	104	99
COc1ccc(NC(=O)CSc2nnc(-c3cccnc3)n2Cc2ccco2)c(OC)c1
→ -0.9	-5	-12	0	-5	21	34	-20	-8	98	102
COc1ccc(CCC(=O)Nc2cccc(S(=O)(=O)N(C)C)c2)cc1OC
→ 0.2	-1	-2	-1	3	5	1	-1	-2	97	97
COc1ccc(Cl)cc1N(CC(=O)NCC(C)C)S(=O)(=O)c1ccc(C)c([N+](=O)[O-])c1
→ 1.1	-8	-5	-5	6	14	13	-14	-7	105	106
CCOc1ccccc1C1C(C(=O)Nc2ccc(OC)cc2)=C(C)Nc2nc(CCCO)nn21 (stereo unspecified)
→ 0.5	-9	-6	-6	11	13	23	-10	-11	96	101
CCN(CC)S(=O)(=O)c1ccc(C(=O)NCc2cccs2)cc1
→ 0.1	0	1	4	1	16	26	0	-1	98	99
COC(=O)c1cc2c(ccn2-c2ccc(F)cc2)n1C(C)C
→ 1.1	0	-5	0	13	10	52*	0	0	111	109
Cc1[nH]c2ccccc2c1N=Nc1ccccc1C(=O)O
→ -1.8	3	2	0	-10	4	4	0	0	69	83
O=C(Cc1ccccc1[N+](=O)[O-])NCCC1=CCCCC1
→ 0.7	-8	-7	-2	3	15	9	-7	-4	?	101
CC1Cc2cc(C(=O)O)ccc2O1 (stereo unspecified)
→ 1.4	-1	0	0	3	67	7	-6	-1	92	92
N#CC1=C(N)C(C#N)(C#N)[C@H](c2cccnc2)[C@H]2CN(C(=O)OCc3ccccc3)CC=C12
→ 5.5	-10	0	-3	-1	21	10	0	-5	95	96
Clc1ccccc1SCc1nc2ccccc2[nH]1
→ 0.2	5	-8	1	2	34	10	-11	-12	99	97

Compound activity from PubChem BioAssay.
